# Source: PubChem (The Scripps Research Institute Molecular Screening Center)
# HGIII-sPLA2 inh: Inhibits HGIII-sPLA2 liposome hydrolysis, primary screen; Q9NZ20; QFRET BODIPY PC-A2 liposome hydrolysis, fluorescence; inhibition, % at 12.2 µM; 370,000 tested, 0.56% active; AID 743126;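 active = inhibition above mean plus 3 SD of compounds lying within the high and low control bounds, cut at about 19% in these data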;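 note: 0% = median of test compound wells and 100% = no enzyme DMSO wells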
# Target sequence (Q9NZ20 whole entry, looked up): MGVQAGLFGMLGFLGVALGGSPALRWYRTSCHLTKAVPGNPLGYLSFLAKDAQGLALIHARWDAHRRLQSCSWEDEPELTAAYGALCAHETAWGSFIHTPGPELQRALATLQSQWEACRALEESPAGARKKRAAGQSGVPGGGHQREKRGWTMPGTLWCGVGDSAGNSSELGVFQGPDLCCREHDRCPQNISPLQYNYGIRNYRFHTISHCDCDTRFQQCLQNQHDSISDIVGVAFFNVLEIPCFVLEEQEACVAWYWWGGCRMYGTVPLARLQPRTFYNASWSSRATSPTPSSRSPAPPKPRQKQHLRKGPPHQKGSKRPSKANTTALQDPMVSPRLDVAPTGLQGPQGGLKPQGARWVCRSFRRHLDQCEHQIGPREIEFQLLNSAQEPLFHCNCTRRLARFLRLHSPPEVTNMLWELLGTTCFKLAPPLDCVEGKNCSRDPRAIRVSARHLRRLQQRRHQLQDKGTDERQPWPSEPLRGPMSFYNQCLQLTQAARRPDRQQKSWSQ
# FXN GAA850 act: increases GAA850 frataxin promoter reporter activity; 360,000 tested, 0.56% active; HEK293 lucGAA850 FXN promoter luciferase reporter, 24 h; percent of 10 µM SAHA response; activation, % at 6 µM;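 active = activation above the average of all compounds screened plus 3 SD, cutoff fixed separately per campaign, cut at about 7.5% in these data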;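 note: 0% = DMSO wells and 100% = 10 µM SAHA wells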
# hcDAF12 agonist: H. contortus DAF-12 activation, primary screen; HEK293 hcDAF-12 lit1-tk-luc reporter, luminescence; 0% DMSO, 100% Δ7-dafachronic acid; AID 652067; activation, % at 6.8 µM; 370,000 tested, 1.4% active;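 active = activation above the mean of all tested compounds plus 3 SD, cut at about 5.5% in these data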;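 note: 100% = response to 3 µM Δ7-dafachronic acid high control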
# PLC-beta3 inh: blocks human PLC-beta3 enzyme activity; Q01970; Purified PLC-beta3, fluorogenic substrate, fluorescence; inhibition, % at 12.2 µM; 370,000 tested, 0.18% active; in the data active = inhibition above about 11%;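 note: 0% = median of compound wells on plate and 100% = full blocker control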
# hgDAF12 agonist: activates the H. glycines DAF-12 receptor ligand-binding domain; HEK293 GAL4-hgDAF12 UAS-luciferase reporter, agonist luminescence; normalized to butyrate control; activation, % at 6.8 µM; 370,000 tested, 1.8% active; AID 687014;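 active = activation above a cutoff set at the mean of all screened compounds plus 3 SD, cut at about 10% in these data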;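 note: 0% = DMSO wells and 100% = sodium butyrate wells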
# DAX1 inh-1: inhibits human nuclear receptor DAX1. HEK293 Gal4-DAX1 luciferase reporter, luminescence. P51843. AID 504766. 340,000 tested, 0.99% active. inhibition, % at 6.75 µM;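 active = inhibition above the mean over all tested compounds plus 3 SD, cut at about 4.2% in these data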;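 note: 0% = DAX1-transfected cells with DMSO and 100% = empty-vector control cells with DMSO; inhibition shows as a rise in luminescence from relieved DAX1 repression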
# Target sequence (P51843 207-470 limits assumed): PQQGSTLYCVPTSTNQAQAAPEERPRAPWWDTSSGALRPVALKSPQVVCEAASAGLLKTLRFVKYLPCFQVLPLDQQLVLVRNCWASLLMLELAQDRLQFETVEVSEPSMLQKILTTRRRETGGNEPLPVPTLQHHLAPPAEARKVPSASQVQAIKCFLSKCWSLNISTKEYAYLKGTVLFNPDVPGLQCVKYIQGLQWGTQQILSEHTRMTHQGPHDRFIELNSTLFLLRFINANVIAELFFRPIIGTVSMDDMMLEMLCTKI
# DAX1 inh-2: blocks DAX1 repression of SF-1 activated StAR promoter; HEK293T StAR-luciferase reporter, SF-1/DAX-1 repression relief; inhibition, % at 6.8 µM; 370,000 tested, 1.1% active; AID 652010;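 active = inhibition above the mean over all tested compounds plus 3 SD, cut at about 3.6% in these data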;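 note: 0% = DAX-1 cells with DMSO and 100% = cells lacking DAX-1 with DMSO; higher inhibition means more luminescence from relief of DAX-1 repression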
# ssDAF12 agonist: activates DAF-12 receptor from parasite S. stercoralis; HEK293 ssDAF-12/GRIP1 lit1-tk-luc reporter, luminescence; % of 3 µM dafachronic acid response; activation, % at 6.8 µM; 370,000 tested, 1% active;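 active = activation above the mean over all tested compounds plus 3 SD, cut at about 0.9% in these data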;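 note: 0% = DMSO-only wells and 100% = 3 µM delta7-dafachronic acid wells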
# PLCg1 inh: inhibitors of human phospholipase C gamma1; P19174; purified PLC-gamma1, fluorogenic substrate, fluorescence; inhibition, % at 12.2 µM; 370,000 tested, 0.84% active; AID 720700; in the data active = inhibition above about 9.5%
# ADAM10 inh: inhibits human ADAM10 | 370,000 tested, 0.62% active | O14672 | recombinant ADAM10, EDANS/DABCYL FRET peptide cleavage, 3 h | inhibition, % at 7 µM;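 active = inhibition above a per-campaign cutoff equal to the mean of compounds falling between control-based bounds plus 3 SD, cut at about 20% in these data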;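 note: 0% = DMSO wells while the 100% control is not disclosed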
# ADAM17 inh: ADAM17 inhibition, QFRET primary screen; recombinant ADAM17, EDANS/DABCYL FRET peptide cleavage; inhibition, % at 6.95 µM; 370,000 tested, 0.83% active; P78536;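 active = inhibition above the mean of compounds lying between control limits plus 3 SD, set per campaign, cut at about 8.5% in these data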;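 note: 0% = DMSO-only wells as the low control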
# * marks the source's active call; other numbers are inactive results; i = inactive; nt = not tested or not shown. Some of the compounds tested; the hit share may differ from the screen's.
mol,HGIII-sPLA2 inh,PLC-beta3 inh,FXN GAA850 act,hgDAF12 agonist,ADAM17 inh,PLCg1 inh,DAX1 inh-1,hcDAF12 agonist,ssDAF12 agonist,DAX1 inh-2,ADAM10 inh
CN1C(=O)C(Cc2ccc(OCc3ccccc3)cc2)C(=O)N(C)C1=O,-6,-6,2.6,1.6,-4,-1,1.4,1.3,-0.8,0.0,-1
OC(CN1CCOCC1)c1csc2ccccc12 (centres undefined),3,-6,0.2,-0.1,-1,1,1.9,-1.7,-0.2,-0.3,-7
COc1ccc2c(c1OC)C(=O)O[C@@H]2[C@H]1c2cc3c(cc2CCN1C)OCO3,-3,-37,1.3,-1.5,-5,-28,-0.6,-0.4,-1.0,-1.7,-18
CN(C)C(=O)Oc1ccc(-c2nnco2)cc1,2,-1,2.4,-1.2,-3,0,0.5,-0.9,-1.3,0.8,-10
CCN1CCN(Cc2ccc(C)cc2)CC1,0,5,1.1,1.4,-2,4,1.5,0.0,-0.3,-0.1,-1
CN1CCN(Cc2cc(=O)n3ccsc3n2)CC1,5,-9,-0.6,-0.6,-3,-6,0.8,0.6,-0.2,0.8,-3
O=C(CCC(=O)N1C[C@H]2C[C@@H](C1)c1cccc(=O)n1C2)NCc1ccccc1C(F)(F)F,11,-2,-2.1,2.0,-5,-1,0.4,-2.9,-1.0,0.6,-20
CC(C)(C)NCC(O)c1cc(Cl)c(N)c(Cl)c1 (centres undefined),-1,-1,2.2,2.8,-5,-1,-0.1,-3.5,-1.7,1.3,-12
CCc1ccc(CN2CCN(Cc3ccc(SC)cc3)CC2)cc1,4,2,0.5,-4.1,-1,4,nt,-3.0,-2.3,-1.9,-6
COC(=O)C1=C(c2ccc(C(C)=O)cc2)C[C@@H]2CC[C@H]1N2C(=O)NCCNC(C)=O,9,-1,-0.6,1.7,5,9,2.3,-0.4,-1.1,0.2,-2
CC1CCN(c2cc(Br)c([N+](=O)[O-])cc2F)CC1,8,-6,2.7,-0.5,-6,-1,0.6,-1.6,-1.4,0.2,-5
CC(=O)Nc1ccccc1C(=O)OCC(=O)c1ccc2ccccc2c1,-8,-29,-0.3,-2.0,-10,-21,-0.5,-1.0,-1.7,0.0,-29

# (cont.)
mol,HGIII-sPLA2 inh,PLC-beta3 inh,FXN GAA850 act,hgDAF12 agonist,ADAM17 inh,PLCg1 inh,DAX1 inh-1,hcDAF12 agonist,ssDAF12 agonist,DAX1 inh-2,ADAM10 inh
COc1ccc(CCN(C)Cc2ccc(F)cc2F)cc1OC,2,0,1.8,-2.9,-3,-2,0.8,-0.3,-0.8,0.1,-1
CN1CC(C#N)C2(O)c3ccccc3CCC2C1 (centres undefined),4,-5,1.3,-0.3,1,-2,-0.7,0.0,-1.1,0.0,11
C[C@]12CCC3C(C1CCC2=O)[C@H](O)C[C@H]1C[C@@H](O)CC[C@]31C (some centres undefined),-1,-4,0.2,3.0,3,5,-0.1,1.9,-1.4,-0.3,1
O=C1CC(N2CC2)C(=O)N1c1ccccc1 (centres undefined),-9,-2,-0.5,3.5,-2,-2,0.7,0.3,-1.0,0.0,-6
c1ccc(Cc2cnc(N3CCNCC3)nc2)cc1,25*,-3,nt,0.1,-7,0,nt,0.0,-1.1,0.6,-15
CCCNC(=O)c1c(N)n(CC2CCCO2)c2nc3ccccc3nc12 (centres undefined),-5,i,-0.9,-4.5,i,i,-0.2,-2.8,-1.6,-0.7,i
O=c1[nH]c2c(c(=O)n1C1CCCCC1)CCC2,4,-1,0.9,-0.3,-6,2,0.2,-1.6,-1.9,-0.7,-11
OC1/C(=C/c2ccccc2F)N2CCC1CC2 (centres undefined),6,-1,1.9,0.7,1,2,-1.0,-1.2,-0.5,0.3,-7
Oc1cccc2nc3ccccc3nc12,4,5,2.6,-1.1,1,4,1.0,5.0,-0.6,-0.4,0
CCOc1cc2[nH]c(=S)n(CCCC(=O)N3CCC4(CC3)OCCO4)c(=O)c2cc1OCC,-2,4,0.8,2.6,3,3,0.9,0.6,-1.5,-0.5,-1
CCOC(=O)COc1ccc(/C=C2\C(=O)NC(=S)N(c3ccc(OC)cc3)C2=O)cc1OC,-10,-6,2.0,1.1,-2,-3,1.4,-0.4,-0.9,0.5,5
N#CC1=C(N)Oc2c(c(=O)sc3ccccc23)C1c1ccncc1 (centres undefined),-2,-28,0.4,2.6,-2,-12,0.5,3.5,0.0,-0.1,-12

# A run of entries taken from the entries so far, for reference:
mol,HGIII-sPLA2 inh,PLC-beta3 inh,FXN GAA850 act,hgDAF12 agonist,ADAM17 inh,PLCg1 inh,DAX1 inh-1,hcDAF12 agonist,ssDAF12 agonist,DAX1 inh-2,ADAM10 inh
CC(=O)Nc1ccccc1C(=O)OCC(=O)c1ccc2ccccc2c1,-8,-29,-0.3,-2.0,-10,-21,-0.5,-1.0,-1.7,0.0,-29
COc1ccc(CCN(C)Cc2ccc(F)cc2F)cc1OC,2,0,1.8,-2.9,-3,-2,0.8,-0.3,-0.8,0.1,-1
CN1CC(C#N)C2(O)c3ccccc3CCC2C1 (centres undefined),4,-5,1.3,-0.3,1,-2,-0.7,0.0,-1.1,0.0,11
C[C@]12CCC3C(C1CCC2=O)[C@H](O)C[C@H]1C[C@@H](O)CC[C@]31C (some centres undefined),-1,-4,0.2,3.0,3,5,-0.1,1.9,-1.4,-0.3,1
O=C1CC(N2CC2)C(=O)N1c1ccccc1 (centres undefined),-9,-2,-0.5,3.5,-2,-2,0.7,0.3,-1.0,0.0,-6
c1ccc(Cc2cnc(N3CCNCC3)nc2)cc1,25*,-3,nt,0.1,-7,0,nt,0.0,-1.1,0.6,-15
CCCNC(=O)c1c(N)n(CC2CCCO2)c2nc3ccccc3nc12 (centres undefined),-5,i,-0.9,-4.5,i,i,-0.2,-2.8,-1.6,-0.7,i
O=c1[nH]c2c(c(=O)n1C1CCCCC1)CCC2,4,-1,0.9,-0.3,-6,2,0.2,-1.6,-1.9,-0.7,-11
OC1/C(=C/c2ccccc2F)N2CCC1CC2 (centres undefined),6,-1,1.9,0.7,1,2,-1.0,-1.2,-0.5,0.3,-7
Oc1cccc2nc3ccccc3nc12,4,5,2.6,-1.1,1,4,1.0,5.0,-0.6,-0.4,0
CCOc1cc2[nH]c(=S)n(CCCC(=O)N3CCC4(CC3)OCCO4)c(=O)c2cc1OCC,-2,4,0.8,2.6,3,3,0.9,0.6,-1.5,-0.5,-1
CCOC(=O)COc1ccc(/C=C2\C(=O)NC(=S)N(c3ccc(OC)cc3)C2=O)cc1OC,-10,-6,2.0,1.1,-2,-3,1.4,-0.4,-0.9,0.5,5
N#CC1=C(N)Oc2c(c(=O)sc3ccccc23)C1c1ccncc1 (centres undefined),-2,-28,0.4,2.6,-2,-12,0.5,3.5,0.0,-0.1,-12
